# BLM inh: qHTS Assay for Inhibitors of Bloom's syndrome helicase (BLM). RecQ-like DNA helicase BLM (Homo sapiens), P54132. recombinant BLM DNA unwinding, fluorescence dequenching. Potency, µM (titrated, usually from 56.1 µM), for inactives: top-dose activity change, negative = inhibition, actives largely listed as inhibitors. 350,000 tested, 0.2% active. AID 2528, 2010;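 further: potency means the concentration at half of the fitted maximal effect; plate controls were vehicle for no effect and no enzyme for full effect; nearly all actives have a fitted effect of over 35% in size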
# POLK inh: qHTS for Inhibitors of Polymerase Kappa; Potency, µM (doses to about 107 µM), for inactives: top-dose activity, negative = inhibition, usual class: inhibitors; 400,000 tested, 0.53% active; purified Pol kappa, fluorescent DNA synthesis assay, 10 min; AID 588579, 2011; further: potency means the concentration at half of the fitted maximal effect; on the % scale 0 is the no-effect control and ±100 the full control effect
#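 Fluorescent qHTS in 1536-well format: enzyme (10 nM) and compound sat 15 min at room temperature before 50 nM substrate (final) was added. Signal taken at 0 and 10 min; no-enzyme buffer wells were negative controls.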
# Anesthetic bind: qHTS Assay for Identification of Novel General Anesthetics; Potency, µM (series often up to 77.5 µM), for inactives: at the top dose activity change, negative = displacement, usual class: inhibitors; Ferritin light chain (Equus caballus), P02791; apoferritin/1-aminoanthracene competitive binding, fluorescence; AID 485281, 2010; 350,000 tested, 0.074% active; further: potency means the concentration at half of the fitted maximal effect; on the % scale 0 is the no-effect control and ±100 the full control effect; nearly all actives have a fitted effect of over 20% in size
#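 Steps: apoferritin (10 uM) was premixed with half-saturated 1-AMA in PBS, compounds were pin-transferred, plates stood 10 min at room temperature, fluorescence was read at 380/535 nm, and curves were fitted with a Hill equation.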
# ALOX12 inh: Primary qHTS assay for inhibitors of human arachidonate 12S-lipoxygenase (ALOX12): Round 2. purified 12hLO, xylenol orange hydroperoxide absorbance. AID 1671190, 2021. Polyunsaturated fatty acid lipoxygenase ALOX12 (Homo sapiens), P18054. 580,000 tested, 1.1% active. Potency, µM (top dose mostly 108 µM), inactives show at the highest dose activity change, negative = inhibition, usual class: inhibitors; further: potency means the concentration at half of the fitted maximal effect; on the % scale 0 is the no-effect control and ±100 the full control effect
# Target sequence (P18054 whole entry, looked up): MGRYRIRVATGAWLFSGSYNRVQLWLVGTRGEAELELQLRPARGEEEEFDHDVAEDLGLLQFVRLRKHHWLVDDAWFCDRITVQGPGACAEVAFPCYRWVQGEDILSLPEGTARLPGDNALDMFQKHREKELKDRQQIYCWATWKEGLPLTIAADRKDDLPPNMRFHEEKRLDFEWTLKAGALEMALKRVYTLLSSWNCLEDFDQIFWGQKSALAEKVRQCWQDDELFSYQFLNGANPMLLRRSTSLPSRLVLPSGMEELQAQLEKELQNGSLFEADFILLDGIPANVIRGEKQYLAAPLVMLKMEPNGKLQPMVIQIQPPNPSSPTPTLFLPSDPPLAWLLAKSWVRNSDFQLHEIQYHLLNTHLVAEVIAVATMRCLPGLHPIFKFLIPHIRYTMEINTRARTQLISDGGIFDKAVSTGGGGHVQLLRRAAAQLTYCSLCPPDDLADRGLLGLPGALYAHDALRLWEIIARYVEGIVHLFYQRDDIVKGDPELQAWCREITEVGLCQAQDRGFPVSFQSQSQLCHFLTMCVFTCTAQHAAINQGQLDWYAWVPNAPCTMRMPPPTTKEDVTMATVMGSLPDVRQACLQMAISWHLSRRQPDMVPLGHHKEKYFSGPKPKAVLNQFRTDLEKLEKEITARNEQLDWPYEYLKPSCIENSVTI
#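 Purified human 12hLO (150 nM final) in 25 mM Hepes, 0.01% Triton X-100, pH 7.0 was preincubated 15 min at room temperature with compound. Then 40 uM arachidonic acid was added, 30 min. Hydroperoxide was read by Fe-XO absorbance ratio 573/405 nm.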
# ERG Ets-DNA blk: qHTS for Small Molecule Inhibitors of the ERG Ets/DNA interaction; Transcriptional regulator ERG (Homo sapiens), P11308; fluorescence polarization, His-ERG Ets domain / labelled DNA; Potency, µM (highest dose often 76.9 µM), for inactives: at the top dose FP activity, negative = inhibition, actives largely listed as inhibitors; 370,000 tested, 0.028% active; active means well fitted inhibition curve with a large enough effect in the polarisation, with a control signal flat; inconclusive means small, poorly fitted or top-dose-only effect, or effect the other way, or a change in a side signal; inactive means no such curve, though single readings can be large or run the other way; the % refers to the polarisation;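 further: polarization taken with two DNA probes labelled with fluorescein and Texas red; potency means the concentration at half of the fitted maximal effect; % of control where 0% means no effect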
#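 His-tagged ERG Ets domain (1 uM in the protein solution; 300mM KCl, 50mM Tris-HCl, 1mM EDTA, 1mM DTT, pH 7.5) received compound, then a probe mix of 5 nM fluorescein-DNA and 100nM Texas-615-DNA. Fluorescence polarization was read for both dyes.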
# POLB inh: qHTS Assay for Inhibitors of DNA Polymerase Beta | Potency, µM (doses to about 114 µM), inactives show top-dose activity change, negative = inhibition, hits mostly inhibitors | AID 485314, 2010 | 340,000 tested, 1.3% active | P06746 | Pol beta primer extension/strand displacement, fluorescence kinetic; further: potency means the concentration at half of the fitted maximal effect; on the % scale 0 is the no-effect control and ±100 the full control effect
#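 Enzyme-only controls used 10 nM Pol beta; buffer lacking enzyme served as negative control. Compound preincubated 15 min, then 50 nM substrate added; 0 and 10 min reads at room temperature.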
# POLI inh: qHTS for Inhibitors of Polymerase Iota | Potency, µM (series often up to 115 µM), inactives show top-dose activity, negative = inhibition, hits mostly inhibitors | Pol iota fluorescent replication assay, 10 min | 390,000 tested, 1% active | DNA polymerase iota (Homo sapiens), Q9UNA4; further: potency means the concentration at half of the fitted maximal effect
#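 Pol iota at 10 nM preincubated 15 min with compounds at room temperature; reaction started with fluorescent substrate, 50 nM final. Fluorescence read kinetically at 0 and 10 min; buffer-only wells as negative control.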
# APE1 inh: qHTS Assay for Inhibitors of the Human Apurinic/apyrimidinic Endonuclease 1 (APE1); 350,000 tested, 0.35% active; recombinant APE1, TAMRA/BHQ-2 abasic DNA cleavage fluorescence; Potency, µM (doses to about 65.8 µM), for inactives: at the top dose activity change, negative = inhibition, usual class: inhibitors;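 further: potency means the concentration at half of the fitted maximal effect; plate controls were vehicle for no effect and reference inhibitor for full effect; nearly all actives have a fitted effect of over 55% in size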
#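 Kinetic fluorescence read (525 ex/598 em nm, three reads 60 s apart) of AP-site incision; signal = third minus first read. Enzyme 0.75 nM, dual-labelled THF duplex 50 nM, compound preincubation 15 min RT.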
# TRHR ag: qHTS for Small Molecule Agonists and Allosteric Enhancers of Human TRH Receptor: Primary Screen for Agonists | Thyrotropin-releasing hormone receptor (Homo sapiens), P34981 | TRHR cells, calcium flux fluo-8, FDSS agonist mode | activation, % at 2 µM | 360,000 tested, 0.18% active | AID 493084, 2011; in the data active means activation above about 30%; further: 0% is about no effect
# Target sequence (P34981 whole entry, looked up): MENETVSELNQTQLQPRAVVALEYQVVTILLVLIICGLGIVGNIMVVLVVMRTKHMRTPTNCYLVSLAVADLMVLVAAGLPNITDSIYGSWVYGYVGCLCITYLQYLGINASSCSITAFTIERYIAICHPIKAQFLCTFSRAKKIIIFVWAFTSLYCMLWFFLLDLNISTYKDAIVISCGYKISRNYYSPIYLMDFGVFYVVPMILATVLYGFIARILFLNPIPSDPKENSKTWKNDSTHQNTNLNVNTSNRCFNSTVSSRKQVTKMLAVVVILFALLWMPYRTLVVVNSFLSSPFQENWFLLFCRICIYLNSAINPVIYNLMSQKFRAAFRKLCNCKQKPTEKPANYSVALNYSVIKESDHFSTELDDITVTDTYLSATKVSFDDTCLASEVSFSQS
#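 TRHR-expressing cells, plated overnight in medium with 10% serum, were loaded with fluo-8 calcium dye at room temperature. After a 10 s baseline, library compound was pin-added and calcium release was recorded kinetically (ex 480/em 530) as agonist response.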
# Active calls of the source: *; ? = inconclusive; . = no result given; & = joins results of further samples; [ ] = dose if it differs, or a comment. Unless noted, the call rests on the fitted dose curve; in most records, active means well fitted curve in the direction sought with a large enough effect; inconclusive means small, poorly fitted or top-dose-only effect, or another doubt; inactive means no such curve, though single readings can be large; an effect the other way counts as inactive or inconclusive. Not all compounds are listed; the hit share may differ from the screen's.
# The opening two entries as a preview:
BLM inh	compound	POLK inh	Anesthetic bind	ALOX12 inh	ERG Ets-DNA blk	POLB inh	POLI inh	APE1 inh	TRHR ag
.	COc1cc(C=NNC(=O)Cn2nc(C)cc2C)ccc1OC(=O)C1CC1	8%	.	4%	-2%	.	12%	-2%	.
1%	CCCCCc1c(O)nc(SCCN(C)C)[nH]c1=O	-12%	3%	-7%	-9%	27%	-1%	0%	0.8

# The listing, repeating the preview:
BLM inh	compound	POLK inh	Anesthetic bind	ALOX12 inh	ERG Ets-DNA blk	POLB inh	POLI inh	APE1 inh	TRHR ag
.	COc1cc(C=NNC(=O)Cn2nc(C)cc2C)ccc1OC(=O)C1CC1	8%	.	4%	-2%	.	12%	-2%	.
1%	CCCCCc1c(O)nc(SCCN(C)C)[nH]c1=O	-12%	3%	-7%	-9%	27%	-1%	0%	0.8
-1%	COc1ccc(C)cc1NC(=O)CSc1nnc(-c2cc3cccc(OC)c3o2)n1N	-4%	-15%	?	-8%	?	-8%	3%	-0.4
2%	Cc1cc(Sc2nccn2C)ncc1[N+](=O)[O-]	-6%	-9%	-10%	2%	0%	-4%	3%	0.0
-5%	O=[N+]([O-])c1cccnc1Oc1ccc(C2SCCS2)cc1	4%	-14%	19%	-4%	-1%	11%	-3%	-0.5
-1%	O=C(Nc1ccccc1)c1cccc(S(=O)(=O)N2CCCCC2)c1	0%	?	0%	3%	0%	2%	-4%	-0.9
1%	CSC(=NCc1cccnc1)NS(=O)(=O)c1cccs1	2%	-2%	0%	8%	0%	-12%	-3%	-0.1
-4%	COc1ccc(OCc2nnc(SCC(=O)Nc3ccccc3Cl)o2)cc1	1%	-8%	-7%	5%	27%	135%[activator]	24%	-1.8
-4%	COc1cc(C(=S)N2CCOCC2)cc(OC)c1OC(=O)c1cc([N+](=O)[O-])c(C)c([N+](=O)[O-])c1	-13%	-15%	-16%	-1%	-10%	?	?	-0.9
-6%	CN(CCNC(=O)c1ccc(N2CCCC2=O)cc1)CCc1ccccc1	-6%	0%	0%	-2%	11%	14%	6%	0.1
3%	CC(C)(C)NC(=O)CN1CCN(C(=O)CCl)CC1	4%	-1%	-28%	1%	3%	128%[activator]	19%	0.1
3%	COc1cc(CNCCCN2CCOCC2)cc(Br)c1OCC(=O)N1CCCCC1	-2%	-7%	?	2%	-2%	-11%	-5%	-0.3
1%	O=C1CC(Sc2ncn[nH]2)C(=O)N1c1ccccc1 (stereo not given)	-2%	-15%	?	1%	13%	36%	5%	0.4
-5%	O=C(Nc1ccc(NC(=O)C2CC2)nc1)c1cnccn1	5%	-6%	2%	-6%	-22%	-10%	-1%	0.6
-4%	Cc1cc2ncn(-c3ncnc4sc(C)c(C)c34)c2cc1C	2%	-21%	4%	2%	17%	14%	12%	-0.5
2%	COc1ccc(OC)c(S(=O)(=O)N2CCC(C(=O)Nc3cc(C)ccc3C)CC2)c1	-8%	-10%	4%	.	-2%	-15%	2%	-0.7
.	O=C(COC(=O)Cc1cccc(C(F)(F)F)c1)NCc1ccco1	45µM*	.	-11%	-5%	.	?	?	-0.8
-1%	Cc1ccsc1C(=O)NCc1ccc(F)cc1	-4%	-15%	1%	10%	-6%	28%	30%[12.4 µM]	0.0
-9%	COc1cccc(/C=C/c2nc3ccccc3c(=O)n2-c2ccc(C)c(C)c2)c1OC	-7%[60.1 µM]	1%	6%	3%	14%	28%	.	-0.1
-11%	Cc1ccc(CNC(=O)c2cnn(-c3ccc(F)cc3F)c2C2CCN(C(=O)OC(C)(C)C)CC2)cc1	-4%	?	-20%	1%	12%	-9%	.	1.2
0%	O=C(C1CC1)N1CCc2cc(S(=O)(=O)N3CCOCC3)ccc21	-7%	-10%	9%	5%	4%	4%	?	-0.5
.	C#CCN1C=CC(=O)[C@@H](OC(=O)Nc2ccc(Cl)cc2)[C@H]1c1ccccc1Br	-4%	.	?	-10%	.	10%	.	.
2%	Cc1cccc(OCC(O)CN2CCOCC2)c1 (stereo not given)	3%	-9%	1%	-21%	45%	19%	-2%	1.2
.	C=CCN1C(=O)c2ccc(C(=O)N(C)CC(=O)Nc3ccc(OCC)c(OCC)c3)cc2C1=O	-2%	.	-4%	2%	.	34%[activator]	6%	-0.2
.	C=CCOc1ccccc1OCC(O)CNC(C)C (stereo not given)	-14%	.	-3%	-10%	.	-20%	10%	-0.4
-7%	CCOC(=O)/C=C/COc1ccccc1[N+](=O)[O-]	-14%	-15%	4%	8%	2%	49%	-4%	-0.4
-4%	CCCc1cc(=O)oc2cc(C)cc(OCC(=O)Nc3cccnc3)c12	9%	7%	2%	10%	4%	6%	46%[activator]	-0.2
-10%	COc1ccc(NC(=O)Cn2c3ncccc3c(=O)n2-c2ccc(C)c(C)c2)c(OC)c1	-7%	25%	6%	9%	-4%	6%	.	-0.6
-6%	O=C(NCC1CCCO1)c1onc(CSc2ccc(F)c(F)c2)c1C(=O)O (stereo not given)	-22%	-8%	-13%	-6%	?	-15%	-1%	-0.8
-3%	N#Cc1ccc(COC(=O)CC(NC(N)=O)c2ccc(Cl)cc2)cc1 (stereo not given)	-15%	-6%	-13%	7%	11%	2%	3%	0.4
-11%	CCN(C(=O)Cc1nc(-c2ccc(OC)cc2)no1)c1cccc(Cl)c1	6%	7%	-7%	4%	1%	147%[activator]	.	-0.5
-10%	O=S(=O)(/N=C(/Nc1cccc2ccccc12)c1ccc(F)cc1)c1ccccc1	-11%	-22%	?	-9%	2%	25%	-12%	-0.5
33%[activator]	CN1CCc2c(sc(NC(=O)c3ccc4ccccc4c3)c2C(N)=O)C1	.	29%	.	.	-1%	.	22%	13
1%	COCCNC(=O)/C(C#N)=C/c1c(N2CCN(C)CC2)nc2c(C)cccn2c1=O	3%	47%[activator]	-5%	-12%	23%	185%[activator]	22%	0.2
-9%	COC(=O)c1ccc(OC)c(CSc2nnc(-c3ccc(C(C)(C)C)cc3)o2)c1	0%	-12%	-5%	-3%	-5%	14%	-2%	0.8
3%	COc1ccc(OC)c(CNC(=O)c2c(C)oc3ncn(C)c(=O)c23)c1	-5%	2%	-29%	-2%	2%	13%	.	-0.4
-20%	C=C(C)COc1ccc(-c2[nH]ncc2Oc2cccc(OC)c2)c(O)c1	-14%	?	20%	3%	0%	-8%	?	0.2
-10%	CN(Cc1ccccc1)C(=O)COc1ccc(N(C)S(=O)(=O)c2ccc(F)cc2)cc1	-2%	-8%	-5%	30%	-2%	-6%	3%	-0.4
-7%	Cc1ccc2nc(COc3cccc(NC(=O)c4cccc(Cl)c4)c3)cc(=O)n2c1	-15%[60.1 µM]	3%	-35%	?	-27%	89µM*	.	-0.4
-8%	C/C(=N\NC(=S)NCC(C)(C)C)c1cc(F)cc(F)c1O	-5%	-12%	?	31%[activator]	?	16%	3%	1.2
-1%	CCOC(=O)c1ccc2c(c1)nc(COc1ccccc1C#N)n2CC	.	11%	.	.	0%	.	-10%	0.2
.	CN(Cc1ccccc1)C(=O)c1cccc(NC(=O)Cc2ccc(NC(=O)C3CCCN(C(=O)c4ccccc4)C3)cc2)c1 (stereo not given)	-10%	.	5%	-4%	.	-1%	.	.
.	O=C(COC(=O)c1ccc(Cl)cc1[N+](=O)[O-])NNC(=O)c1cccs1	-11%	.	5%	-3%	.	82%[activator]	40%	0.0
-9%	CC(C)(C)NC(=O)COC(=O)c1ccccc1Nc1ccc(SC(F)F)cc1	-7%	255%[activator]	-9%	10%	28%	?	28%	0.3
1%	CCN(CC(=O)Nc1ccccc1C(F)(F)F)C(=O)Cc1ccccc1	5%	-8%	6%	4%	38%	52%[activator]	44%	0.8
-1%	CC1=C(C(=O)OC(C)C)C(c2ccc(Br)s2)NC(=O)N1C (stereo not given)	-17%	-21%	?	-7%	-13%	0%	2%	0.5
-1%	CC(C)(C)n1nc2c(c1NC(=O)c1ccc(F)c(F)c1)CS(=O)(=O)C2	-12%	-5%	0%	-10%	33%	16%	15%	0.1
-1%	O=C(/C=C/c1ccccc1)NC(=S)Nc1ccccc1C(=O)NC1CCCCC1	-6%[60.1 µM]	-24%	-10%	.	23%	23%	2%	.
-12%	COc1cc(/C=C2\SC(=O)N(CC(=O)Nc3ccccc3F)C2=O)cc(Cl)c1O	?	-6%	-27%	22%	?	?	-8%	101*
-10%	Cc1ccc(O)cc1	-11%[60.1 µM]	-14%	.	.	.	.	2%&3%	.
2%	CNC(=O)c1c(NC(=O)c2cccc(N3C(=O)CCC3=O)c2)sc2c1CCC2	-1%	7%	-7%	5%	7%	-27%	0%	0.0
-5%	Cc1oc(-c2ccccc2Cl)nc1CS(=O)(=O)CC(=O)NC(C)CCc1ccccc1 (stereo not given)	-17%	104%[activator]	-13%	0%	-23%	?	.	1.2
-2%	Cc1ccc(CSc2nnc(-c3ccco3)n2N)cc1	13%	-18%	?	8%	-22%	5%	17%	0.0
0%	Cc1ccc(S(=O)(=O)Nc2cc3c(cc2C#N)OCO3)cc1C(N)=O	1%	-2%	5%	8%	62%	2%	-10%	2.0
-9%	Cc1cc([N+](=O)[O-])cc([N+](=O)[O-])c1NCC(C)C	-11%	?	-17%	2%	-15%	26%	-2%	-0.6

# Screens: PubChem BioAssay, National Center for Advancing Translational Sciences (NCATS)
